Screening data: PubChem, several laboratories
IDE inh – cellular human IDE inhibition; P14735; HEK cells, FAbetaB cleavage, fluorescence polarization; inhibition, % at 5.59 µM; actives 0.41% (n = 320,000);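 active = percent inhibition above the average of all tested compounds plus 3 SD, set per screening campaign, cut at about 16% in these data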;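 note: IDE supplied by intact live HEK cells; FP after avidin binding of uncleaved biotin substrate so inhibition keeps polarization high; 0% = DMSO wells and 100% = 60 µM reference IDE inhibitor Ii1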
CHRM4 PAM – positive allosteric modulators of human muscarinic M4 receptor; P08173; CHO-K1 hM4/Gqi5, Fluo-8 calcium fluorescence, ACh EC20; 0% = ACh EC20, 100% = maximal ACh; activation, % at 3 µM; actives 0.4% (n = 360,000); AID 624126;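 active = activation above its plate's cutoff, the mean activation of sample wells plus 3 SD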; note: some results filed as inactive read as strong as hits
IDE cell activ – boosts human insulin-degrading enzyme activity in HEK cells. P14735. activation, % at 5.96 µM. actives 0.073% (n = 340,000). FAbeta-B cleavage, fluorescence polarization; 0% vehicle, 100% cell-free pure enzyme wells;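 active = activation above the mean of all tested compounds plus 3 SD, set per screening campaign, cut at about 17% in these data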
CRFR2-BP ag – agonists of human CRF-binding protein/CRF-R2 receptor complex; HEK293 CRF-R2/CRF-BP, calcium dye fluorescence (FLIPR); percent of saturating CRF peptide response; activation, % at 13.2 µM; actives 0.46% (n = 350,000);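 active = activation of at least 50%, plus an integration ratio under a set limit after plate pattern correction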;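 note: plate controls were neutral control wells without compound for no effect and CRF at EC100 for full effect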
GalR3 antagonist – antagonists of human GalR3; HEK293 GalR3-CNG cAMP membrane potential fluorescence; galR3 body fused to GalR1 C-terminus; inhibition, % at 3 µM; actives 0.44% (n = 360,000); AID 651719;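 active = inhibition above the screen-wide average plus 3 SD, cut at about 13% in these data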;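 note: forskolin and galanin both at EC90 stimulate the cells; cAMP rise reported by CNG channel membrane potential dye signal; 0% = forskolin plus galanin with DMSO and 100% = forskolin alone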
p-CIP stab down – p/CIP protein destabilization; F442A p/CIP-EGFP cells, EGFP fluorescence, 16 h; AID 1984; Q05BA5; actives 0.01% (n = 290,000); decrease of EGFP signal, % at 10 µM;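 active = EGFP signal decrease of at least 30% at 10 µM or well 3 SD below plate mean, unless failing retest; inactive = the rest, including hits failing retest or dose response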; note: some compounds called inactive have numbers as strong as hits; many of its hits are not listed in these tables
Target sequence (Q05BA5 1-1403): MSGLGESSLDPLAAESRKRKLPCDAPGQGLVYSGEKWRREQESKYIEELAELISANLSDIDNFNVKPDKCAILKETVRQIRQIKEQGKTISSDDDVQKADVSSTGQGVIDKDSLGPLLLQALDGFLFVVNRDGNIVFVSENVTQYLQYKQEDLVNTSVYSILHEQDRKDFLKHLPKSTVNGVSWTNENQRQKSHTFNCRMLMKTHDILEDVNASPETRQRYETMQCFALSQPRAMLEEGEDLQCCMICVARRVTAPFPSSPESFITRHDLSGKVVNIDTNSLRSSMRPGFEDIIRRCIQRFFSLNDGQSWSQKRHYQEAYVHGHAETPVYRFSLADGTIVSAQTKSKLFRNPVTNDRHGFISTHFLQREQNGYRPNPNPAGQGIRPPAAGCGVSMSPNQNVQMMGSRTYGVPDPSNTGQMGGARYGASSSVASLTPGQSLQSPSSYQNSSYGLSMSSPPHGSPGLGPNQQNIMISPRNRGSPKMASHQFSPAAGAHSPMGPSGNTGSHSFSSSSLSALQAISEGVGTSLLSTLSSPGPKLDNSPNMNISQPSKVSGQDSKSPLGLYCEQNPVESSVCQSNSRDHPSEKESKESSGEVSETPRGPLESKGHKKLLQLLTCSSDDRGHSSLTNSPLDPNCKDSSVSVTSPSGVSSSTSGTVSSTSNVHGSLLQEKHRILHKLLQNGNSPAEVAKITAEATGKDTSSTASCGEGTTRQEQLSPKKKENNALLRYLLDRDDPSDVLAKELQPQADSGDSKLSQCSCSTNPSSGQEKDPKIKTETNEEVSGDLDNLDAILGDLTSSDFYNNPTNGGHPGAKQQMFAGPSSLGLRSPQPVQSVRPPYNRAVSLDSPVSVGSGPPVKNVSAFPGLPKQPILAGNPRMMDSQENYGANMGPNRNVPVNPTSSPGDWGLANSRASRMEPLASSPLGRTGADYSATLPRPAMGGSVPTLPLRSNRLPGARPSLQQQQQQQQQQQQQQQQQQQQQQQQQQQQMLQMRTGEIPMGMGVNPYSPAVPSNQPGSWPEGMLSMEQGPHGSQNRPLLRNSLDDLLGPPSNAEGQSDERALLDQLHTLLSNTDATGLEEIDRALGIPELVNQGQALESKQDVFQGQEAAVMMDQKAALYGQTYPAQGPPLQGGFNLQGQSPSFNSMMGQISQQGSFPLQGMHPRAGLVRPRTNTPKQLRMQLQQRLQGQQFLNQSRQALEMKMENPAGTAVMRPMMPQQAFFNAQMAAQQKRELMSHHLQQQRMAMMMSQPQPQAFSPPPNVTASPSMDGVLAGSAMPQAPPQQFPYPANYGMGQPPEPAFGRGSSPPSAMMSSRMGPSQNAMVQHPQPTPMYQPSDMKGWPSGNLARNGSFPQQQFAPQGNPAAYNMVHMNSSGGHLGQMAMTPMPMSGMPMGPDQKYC
MEKK3 PB1 HTS – modulators (inhibitors or enhancers) of MEK5 binding to human MEKK3 PB1 domain. bead-based flow cytometry, Alexa488-MEK5 binding to MEKK3; actives lie on both sides; 0 = blocked by unlabeled MEK5, 100 = vehicle. actives 1.4% (n = 290,000). binding response (% of control), % at 10 µM. Q99759;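 active = binding response more than 3 SD above or below the average of its plate-row segment, actives on both sides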;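 note: Alexa488 bead fluorescence after subtracting the streptavidin-only scavenger bead signal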
CRFR2-BP antag – blocks CRF-induced signaling of the CRF-BP/CRF-R2 complex | HEK293 CRF-R2/CRF-BP, CRF-induced calcium fluorescence | inhibition, % at 11.8 µM | actives 0.59% (n = 350,000);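 active = inhibition of the ligand-induced calcium signal above about 50% at the single tested concentration, limit read from the data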
PHOSPHO1 block – inhibitors of human PHOSPHO1 phosphatase. Q8TCT1. recombinant PHOSPHO1, absorbance phosphatase assay. inhibition, % at 13.3 µM. actives 1.1% (n = 290,000). AID 1565; in the data active = inhibition above about 60%
Active calls of the source: *; · = not tested or not shown. Random draw from the library, and some 4.2% of all compounds hit somewhere here.

SMILES | IDE inh | CHRM4 PAM | IDE cell activ | CRFR2-BP ag | GalR3 antagonist | p-CIP stab down | MEKK3 PB1 HTS | CRFR2-BP antag | PHOSPHO1 block
Cc1ccc(-c2nc(SCC(N)=O)c(C#N)c3c2CCCC3)cc1 | 0 | 12 | 4 | 25 | -3 | -17 | 103 | -46 | 0
COc1ccc(NC(=O)CN(C)C(=O)c2cccc(S(=O)(=O)Nc3ccccc3Cl)c2)cc1 | 2 | 7 | 10 | -0.4 | -4 | · | · | -2 | ·
Cc1cc(C)nc(/N=C(\N)Nc2ccc(OCc3ccccc3)cc2)n1 | 1 | -28 | -1 | 124* | 35* | -10 | 107 | 14 | 37
COc1ccc(S(=O)(=O)C(C#N)c2nc3ccccc3nc2N2CCCC(C)C2)cc1 (configuration not stated) | 2 | -5 | 2 | 7.3 | 2 | -35 | 105 | 7 | 59
COC(=O)C1=C[C@@H](C(=O)OC)[C@@H]2C3=C(C(=O)[C@@]2(C)NC(=O)c2ccccc2)[C@H](c2ccccc2)n2c(=O)n(-c4ccccc4)c(=O)n2[C@@H]3C1 | 2 | · | · | -0.6 | · | · | 99 | 1 | ·
Cn1cc(CN2CCC(n3nccc3NC(=O)c3ccccc3Cl)CC2)c2ccccc21 | -8 | 2 | 7 | -0.2 | -8 | 5 | 103 | -7 | 43
Cc1cc(NC(=O)c2cc(Cl)ccc2Cl)no1 | 2 | 1 | 5 | -2.7 | -11 | 0 | 106 | -8 | -16
CC(C)Oc1ccc(C(=O)NC(=S)Nc2ccc(Cl)c(C(=O)O)c2)cc1 | -12 | -4 | 3 | 0.9 | -1 | -1 | 93 | -2 | 10
O=C(COc1ccc(Br)cc1CNCCCN1CCOCC1)Nc1ccccc1 | 6 | -10 | -2 | 3.0 | -6 | 3 | 95 | 3 | -3
Cc1cc(OCC(=O)N(C)C2CCCCC2)cc(C)c1Cl | 3 | -16 | 5 | 0.3 | -8 | -10 | 104 | -1 | 4
O=C1CCCC(=O)N1c1ccc(NCCOCCO)c([N+](=O)[O-])c1 | 0 | 7 | 4 | 0.0 | -3 | -1 | 102 | 6 | -7
O=C(c1cnc2n(c1=O)CCS2)N1CCCc2ccccc21 | 4 | 1 | 5 | 0.0 | -7 | -4 | 93 | -13 | 15
CSc1nnc(-c2ccncc2)n1CCCN1CCCC1=O | -3 | 10 | 5 | 0.5 | -4 | -7 | 98 | -19 | 86*
COc1ccccc1C(CNC(=O)c1ccc(OCc2c(C)noc2C)cc1)N1CCCC1 (configuration not stated) | -2 | -4 | 1 | 0.9 | -1 | · | · | -6 | ·
CCOC(=O)CN1C(=O)S/C(=C/c2cc(C)n(C)c2C)C1=O | -2 | 3 | 1 | -0.6 | 1 | · | 106 | 3 | ·
Cc1ccc(CSc2ccc(S(=O)(=O)N3CCOCC3)cn2)cc1 | -2 | 6 | 0 | -0.2 | -3 | · | · | 11 | ·
c1cc2ccc3ccc(-n4cnnn4)c4ccc(c1)c2c34 | -1 | -2 | 3 | 1.2 | -2 | -5 | 106 | -20 | -7
N#CNc1nc(O)cc(=O)[nH]1 | 2 | -5 | 1 | -1.2 | · | -9 | 98 | 4 | 25
Cc1cc(C)c(NC(=O)CS)c(Cl)c1 | 10 | 13 | -4 | -1.0 | 4 | -2 | 91 | -10 | 34
CN(C)Cc1ccccc1COc1ccccc1 | 7 | 16 | -1 | -1.5 | 5 | -13 | 89 | -4 | -18
CCC1CCc2c(sc3nc(SCC(=O)NCc4ccco4)n(-c4ccccc4)c(=O)c23)C1 (configuration not stated) | 1 | 0 | 1 | 3.8 | -3 | -3 | 104 | -2 | 8
O=C(c1cccnc1)N1CCN(Cc2cccc(Br)c2)CC1 | 5 | 9 | 0 | -2.9 | -5 | -4 | 86 | 13 | 21
COc1cc2[nH]c(C(=O)Nc3ccc(F)cc3)cc2c(OC)c1OC | 8 | 1 | 4 | · | -3 | -5 | 111 | · | 50
N#CC1=C2SCC(O)(c3ccccc3)N2C(=O)CC1c1cccs1 (configuration not stated) | -5 | 18 | 7 | -0.3 | -6 | -7 | 103 | -5 | 14
CC[C@@H]1C=C(C(=O)O)[C@H](c2ccc3c(c2)OCO3)N1S(=O)(=O)c1ccc(C)cc1 | 0 | 6 | 3 | -1.2 | -7 | · | · | -8 | ·
Going on with the list:
SMILES | IDE inh | CHRM4 PAM | IDE cell activ | CRFR2-BP ag | GalR3 antagonist | p-CIP stab down | MEKK3 PB1 HTS | CRFR2-BP antag | PHOSPHO1 block
Cc1cc(O)c(N=Nc2ccc(C(=O)O)cc2)cc1C | · | -3 | 4 | -5.8 | -4 | · | · | 16 | ·
O=C(OCC(=O)N1CCOCC1)c1ccc[nH]c1=O | 5 | 1 | 4 | 0.0 | -4 | -4 | 103 | -5 | -2
COc1ccc(CC(=O)NCc2nc(-c3ccccc3)no2)cc1 | 3 | -4 | 1 | -0.9 | -7 | -3 | 101 | 19 | 44
O=C1NC(c2ccccc2)CCO1 (configuration not stated) | -2 | 30* | 3 | -0.6 | -7 | 9 | 100 | -2 | -19
O=C(Nn1c(SCc2ccccc2F)nc2ccsc2c1=O)c1ccccc1 | 5 | -7 | 1 | 1.0 | -1 | 3 | 101 | 25 | -7
Cc1ccc(CCNC(=O)CNC(=O)c2cccs2)cc1 | -4 | 0 | -2 | 0.5 | -5 | 5 | 101 | -12 | 5
CC(C)(C)C(=O)N1CCN(c2ccc([N+](=O)[O-])cc2-n2cccc2)CC1 | 3 | -19 | 6 | 1.2 | -3 | -9 | 104 | -7 | 18
Cc1ccc(NC(=O)CS(=O)CC(=O)N(c2ccccc2F)C(C)C(=O)NC2CCCC2)cc1 (configuration not stated) | 11 | -1 | -1 | -0.2 | -4 | -7 | 98 | 8 | 10
O=C(COC(=O)c1ccc2ncsc2c1)NCc1ccc(Cl)cc1 | -2 | -4 | -4 | -0.3 | -8 | · | · | 5 | ·
O=C(COC(=O)c1cc(Cl)ccc1O)NNC(=O)c1ccccc1F | 2 | 4 | -5 | -3.2 | -4 | · | · | -7 | ·
C/C(=N\Nc1nc(C)c(C)s1)c1ccc([N+](=O)[O-])cc1 | -8 | -4 | -1 | -1.9 | -13 | -2 | 104 | -8 | -102
Cc1ccc(S(=O)(=O)Nn2c(C)ccc2C)cc1 | 6 | -1 | -1 | 1.0 | 3 | 8 | 103 | -4 | 24
COc1cc(-c2cc(C(=O)Nc3c(Cl)cc(Cl)cc3Cl)c3ccccc3n2)cc(OC)c1OC | 0 | -6 | 5 | -2.1 | -3 | 7 | 102 | 18 | -6
CC1CCN(C(=O)CCN2C(=O)/C(=C/c3cccs3)SC2=S)CC1 | -1 | 8 | 6 | 1.8 | -6 | -29 | 102 | -8 | 22
COC(=O)c1cc(OC)c(OC)c(OC)c1N | 4 | -1 | -1 | -0.9 | 0 | -9 | · | -16 | -39
CCCn1nnc(NC(=O)Cc2ccccc2)n1 | 0 | 0 | 0 | -0.4 | -6 | -5 | 109 | 10 | 6
Clc1ccc(COn2c(-c3ccc(Cl)cc3Cl)nc3ncccc32)cc1 | 7 | -16 | -1 | 0.3 | -10 | -7 | 91 | 2 | 19
O=C(COC(=O)c1cnccn1)c1ccc(OC(=O)c2ccccc2)cc1 | 3 | -5 | 0 | 1.0 | -7 | 18 | 108 | -14 | 30
CCCN(CCC)C(=O)Cn1ccc(=N)c2ccccc21 | 6 | -3 | 7 | 0.8 | -2 | -9 | 107 | -4 | 24
Cn1c(=O)c2sccc2n2c(CCCC(=O)NCCc3ccc(S(N)(=O)=O)cc3)nnc12 | 8 | 5 | -1 | -0.3 | -6 | 4 | 108 | -7 | 7
OCCC1CN(Cc2cccc3c2OCO3)CCN1C1CCCC1 (configuration not stated) | -4 | -2 | -3 | -1.9 | -7 | -8 | 95 | 10 | 6
COc1ccc(Nc2nc(C)cc(C)c2C(N)=O)cc1OC | 6 | -4 | -2 | 0.6 | -8 | 4 | 104 | 18 | 40
Cn1cnc(C(=O)N2CCN(C(=O)OC(C)(C)C)CC2)c1C(=O)N1CCN(C(=O)OC(C)(C)C)CC1 | -1 | 2 | 1 | -0.3 | -10 | · | · | 9 | ·
Cc1cccc(C(=O)NCC(=O)NC2CCN(Cc3ccccc3)CC2)c1 | 2 | 0 | -3 | 1.2 | -2 | -9 | 102 | -3 | 30
CCOC(=O)COc1cc(-n2c(=S)[nH]c3ccccc3c2=O)c(Cl)cc1Cl | 3 | 1 | 3 | -1.1 | -2 | -5 | 104 | 18 | 7
(cont.)
SMILES | IDE inh | CHRM4 PAM | IDE cell activ | CRFR2-BP ag | GalR3 antagonist | p-CIP stab down | MEKK3 PB1 HTS | CRFR2-BP antag | PHOSPHO1 block
COc1cccc(NC(=O)COC(=O)c2ccco2)c1 | -1 | 10 | -2 | -0.9 | -1 | -13 | 99 | 8 | 6
O=C(COc1ccc(C(=O)c2ccccc2)cc1)Nc1cccnc1 | -9 | -6 | 4 | 1.7 | 97* | -29 | 103 | 17 | 15
COc1ccc(CNC(=O)C2CCN(S(=O)(=O)N3CC(C)CC(C)C3)CC2)cc1 (configuration not stated) | 8 | 4 | 2 | -0.6 | 0 | 1 | 101 | -2 | 12
O=C(CSc1ccc2nnc(CCNC(=O)c3ccc(F)cc3)n2n1)NCc1ccco1 | -1 | 1 | 4 | 2.0 | 1 | 8 | 99 | -3 | 43
O=C(NC(=S)N1CCN(c2nc(-c3ccccc3)cs2)CC1)c1cncc(Br)c1 | 7 | -6 | -2 | -2.3 | -6 | -7 | 94 | -13 | 3
CC(SCc1ccccc1)C(=O)Nc1ccc2c(c1)OCO2 (configuration not stated) | 11 | 16 | 10 | -0.2 | -4 | -2 | 99 | 24 | 15
O=C(c1cc(COc2ccc(F)cc2Cl)on1)N1CCCCC1c1cccnc1 (configuration not stated) | 4 | -8 | 1 | -0.7 | -7 | 6 | 98 | 1 | 50
CSc1ccc(/C=N/NC(=O)c2cccs2)cc1 | -1 | 0 | · | 35 | -5 | 2 | 86 | -8 | -17
CCOC(=O)C1CCCN(S(=O)(=O)c2cc(Br)cc3c2N(C(=O)C2CC2)CC3)C1 (configuration not stated) | -2 | -1 | 4 | 0.5 | -7 | 3 | 103 | -19 | -12
COc1cc(/C=C(/C#N)C(=O)Nc2ccccc2)c(Br)cc1OCc1ccc(C(=O)O)cc1 | -4 | -15 | 1 | 0.5 | -4 | -1 | 116 | -19 | 32
O=c1[nH]nc(-c2ccc(F)cc2)cc1Cc1ccccn1 | 1 | -1 | · | -1.4 | -4 | -8 | 112 | -8 | 23
C=CCn1c(C)cc(C)c(C#N)c1=O | 1 | 6 | 3 | -1.3 | -5 | -15 | 102 | 2 | 7
Cc1ccc(OCCSc2nc(NC(C)C)nc(NC(C)C)n2)cc1 | 0 | -27 | 6 | 1.6 | -3 | 0 | 91 | -27 | -5
Cc1nc(C)n(CC(=O)c2ccc(Cl)cc2Cl)n1 | 5 | -7 | 2 | -2.7 | -2 | -1 | 108 | 12 | 33
COC(=O)c1ccc(C)c(-n2c(=O)n(Cc3ccccc3)c(=O)c3[nH]cnc32)c1 | -1 | -1 | 4 | -2.1 | -5 | -13 | 111 | 2 | ·
O=C(NNC1CCN(Cc2ccccc2)CC1)c1ccccc1 | · | -2 | 2 | 6.6 | -8 | · | · | 2 | ·
CCOC(=O)C1CCCN(C(=O)c2ccc3c(c2)NC(=O)C(N2CCOCC2)S3)C1 (configuration not stated) | 11 | -3 | -1 | 0.2 | -1 | -7 | 110 | 23 | 36

As entered above:
In CRFR2-BP ag, O=C(NC(=S)N1CCN(c2nc(-c3ccccc3)cs2)CC1)c1cncc(Br)c1 has -2.3
In CHRM4 PAM, O=C(c1cc(COc2ccc(F)cc2Cl)on1)N1CCCCC1c1cccnc1 (configuration not stated) has -8
